# Compound activity from PubChem.
# DENV2 CPE rescue – protects cells from dengue virus 2 cytopathic effect | DENV2-infected cells, cytopathic effect rescue, plate reader | CPE inhibition, % at 9.99 µM | 350,000 compounds, 1.7% hits; in the data active = CPE inhibition above about 20%, passing the limit was not always enough; inconclusive = no clear call, values can overlap the other calls; tested in BHK-21 cells;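 note: 0% = median of neutral control wells and 100% = median of positive control wells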
# ERp5 inh – inhibitors of human ERp5. ERp5 insulin aggregation, absorbance 650 nm, 90 min. inhibition, % at 9.99 µM. 350,000 compounds, 0.05% hits. AID 651711;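 active = mean replicate inhibition above about 25%, with every replicate also reaching it, limit read from the data, passing the limit was not always enough; inconclusive = only one of those two criteria met; inactive = neither criterion met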
# Target sequence (Q15084 whole entry, looked up): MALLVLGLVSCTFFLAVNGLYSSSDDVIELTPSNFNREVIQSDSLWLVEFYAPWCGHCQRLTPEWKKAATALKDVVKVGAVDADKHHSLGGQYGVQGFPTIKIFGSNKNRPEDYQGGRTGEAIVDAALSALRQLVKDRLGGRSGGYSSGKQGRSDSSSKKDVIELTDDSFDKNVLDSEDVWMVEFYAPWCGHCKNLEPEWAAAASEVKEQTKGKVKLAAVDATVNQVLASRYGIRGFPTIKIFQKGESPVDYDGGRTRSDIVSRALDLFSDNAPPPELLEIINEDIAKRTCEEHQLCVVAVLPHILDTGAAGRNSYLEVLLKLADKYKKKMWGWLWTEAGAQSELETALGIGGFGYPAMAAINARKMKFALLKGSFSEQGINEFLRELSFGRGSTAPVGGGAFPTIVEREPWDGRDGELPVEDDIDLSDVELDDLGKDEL
# Casp6 inh – inhibitors of human caspase-6; purified caspase-6, Z-VEID-R110 cleavage fluorescence; inhibition, % at 12.5 µM; 350,000 compounds, 0.53% hits;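 active = mean inhibition across replicates at least about 35%, with every replicate also reaching that limit, limit read from the data; inconclusive = only one of the two criteria met; inactive = neither criterion met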;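 note: 0% = median of neutral control wells and 100% = no fluorescence left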
# Target sequence (P55212 24-179 limits assumed): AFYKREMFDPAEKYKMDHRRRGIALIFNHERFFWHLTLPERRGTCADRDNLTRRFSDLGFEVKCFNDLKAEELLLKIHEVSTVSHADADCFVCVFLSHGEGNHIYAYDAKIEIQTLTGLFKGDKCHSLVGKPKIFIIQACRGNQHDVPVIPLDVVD
# Target sequence (P55212 194-293 limits assumed): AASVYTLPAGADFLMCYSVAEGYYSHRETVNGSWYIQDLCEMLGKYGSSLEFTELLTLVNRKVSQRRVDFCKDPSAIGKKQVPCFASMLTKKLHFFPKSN
# miR-122 sensor – inhibitors of miR-122 in Huh7 cells. Huh7 miR-122 Renilla luciferase sensor, 48 h; neutral wells = 0, positive control = 100. activation (reporter increase), % at 12.5 µM. 340,000 compounds, 0.3% hits. AID 602342;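 active = mean replicate activation score at least 90 and every replicate individually at or above 90; inconclusive = only one of the two criteria met; inactive = neither criterion met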;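 note: higher luciferase means less miR-122 activity so hits act as miR-122 inhibitors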
# ERAP1 inh – ERAP1 (human) enzyme inhibition | AID 652197 | recombinant ERAP1, Leu-AMC fluorescence, 60 min | 340,000 compounds, 0.15% hits | Q9NZ08 | inhibition, % at 10.7 µM;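 active = mean replicate inhibition of at least 30%, or all replicates individually reaching that 30% level; inactive = mean below 30% and not every replicate reaching it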;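 note: 0% = neutral control wells and 100% = L-leucinethiol positive control wells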
# SIRT5 inh – sirtuin-5 (human) deacylase inhibition. inhibition, % at 15 µM. AID 652115. 330,000 compounds, 1.1% hits. Purified SirT5, succinyl-peptide AMC, trypsin-coupled fluorescence; in the data active = inhibition above about 15%; inconclusive = no clear call, values can overlap the other calls
# Target sequence (Q9NXA8 whole entry, looked up): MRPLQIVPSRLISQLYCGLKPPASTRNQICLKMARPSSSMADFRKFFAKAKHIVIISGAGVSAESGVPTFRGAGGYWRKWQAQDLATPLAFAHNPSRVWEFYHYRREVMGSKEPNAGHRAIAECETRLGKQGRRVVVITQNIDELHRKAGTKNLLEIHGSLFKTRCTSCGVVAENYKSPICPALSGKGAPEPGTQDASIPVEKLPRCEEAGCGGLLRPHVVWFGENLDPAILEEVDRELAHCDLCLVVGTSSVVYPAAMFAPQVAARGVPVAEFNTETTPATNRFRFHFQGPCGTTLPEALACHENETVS
# CFTR F508del cor – correctors of CFTR F508del function in bronchial epithelial cells; CFBE cells, YFP halide quenching; stimulated with forskolin plus potentiator P3; % fluorescence drop versus neutral controls; activity (quench increase), % at 7.58 µM; 350,000 compounds, 0.36% hits;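 active = mean added fluorescence quench of at least 8% versus neutral control, with both replicates also reaching 8%; inconclusive = only one of the mean or replicate conditions met; inactive = mean below 8% and not both replicates reaching 8%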;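 note: cells transiently co-express mutant CFTR-F508del with the halide-sensitive YFP; corrector assay measuring rescue of mutant channel to the surface after 24 h compound exposure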
# * = called active by the depositor; ? = inconclusive; nt = no result given; [ ] = remark or other dose. Random draw from the library. Share with any hit: about 4%.
SMILES,DENV2 CPE rescue,ERp5 inh,Casp6 inh,miR-122 sensor,ERAP1 inh,SIRT5 inh,CFTR F508del cor
COc1ccc(-c2n[nH]c3c2CN(C(=O)c2ccc(F)cc2)CC3)cc1,1,-2,0,9,-4,-4,3.2
CC(C)NC(=O)c1ccc(NC(=O)CC2SC(N3CCCCC3)=NC2=O)cc1 (stereo not given),6,3,3,nt,1,-3,-0.9
Cc1ccsc1/C=C1\CCC(C2CCCC2)C1=O (stereo not given),0,-4,0,-3,2,-1,-2.1
COc1cc(C)c(C(=O)Oc2cc(C)c(C(=O)O)c(O)c2C)c(O)c1C(=O)O,-6,3,-2,5,1,1,-1.5
NC(=O)C1CCN(C(=O)C2CC(=O)N(c3ccc4c(c3)OCCO4)C2)CC1 (stereo not given),24*,2,-2,nt,2,-2,-0.2
CCn1c(SCC(=O)N2c3ccccc3Sc3ccccc32)nnc1-c1ccco1,nt,-1,5,2,0,nt,nt
CCCn1c(=O)c(C(=O)Nc2ncccc2O)c(O)c2ccccc21,1,3,6,-5,-5,-1,-1.6
Fc1cc2[nH]c(=S)[nH]c2cc1Cl,?,7,2,nt,0,-4,-0.8
CCN(CC)CCC(c1ccc2c(c1)OCO2)c1c(OC)cc(OC)c2c(-c3ccccc3)cc(=O)oc12 (stereo not given),nt,0,-2,nt,18,-2,-3.0
Nc1ccc(S(=O)(=O)C(F)(F)F)cc1N,-8,8,-4,-2,2,4,0.9
O=S1(=O)C[C@@H](N2CC[C@@H](O)C2)[C@H](COCc2ccccc2)N1,15,2,-1,4,1,-2,-0.2
C[C@@H]1C=CCCO[C@]12C(=O)N(Cc1ccc(Br)cc1)c1ccccc12,5,1,-1,nt,-1,2,0.4
CCOc1ccc(N(CC(=O)NCCc2ccccc2)C(=O)CCC(=O)Nc2cc(C)ccn2)cc1,-4,-5,0,3,-1,-2,1.9
C[C@@H]1CCCCO[C@@H](CN(C)S(=O)(=O)c2cccs2)[C@H](C)CN([C@@H](C)CO)C(=O)c2cc(NC(=O)Nc3ccc4c(c3)OCO4)ccc2O1,-2,3,0,-3[16.7 µM],1,2,0.0
Cc1cccc(NC(=O)CNC(=O)c2ccco2)n1,0,-3,1,-5,-1,-1,-1.1

# By substructure, those above with an NH in an aromatic ring (two)
SMILES,DENV2 CPE rescue,ERp5 inh,Casp6 inh,miR-122 sensor,ERAP1 inh,SIRT5 inh,CFTR F508del cor
COc1ccc(-c2n[nH]c3c2CN(C(=O)c2ccc(F)cc2)CC3)cc1,1,-2,0,9,-4,-4,3.2
Fc1cc2[nH]c(=S)[nH]c2cc1Cl,?,7,2,nt,0,-4,-0.8

# Later entries:
SMILES,DENV2 CPE rescue,ERp5 inh,Casp6 inh,miR-122 sensor,ERAP1 inh,SIRT5 inh,CFTR F508del cor
O=C(CN(c1ccc(F)cc1)S(=O)(=O)c1ccccc1)NC1CCCCCC1,7,5,1,6,1,-4,2.3
CCCn1cnc2cc(NCc3ccccc3O)ccc21,0,4,4,3,0,-1,-1.3
Clc1ccc(/C(Cc2nc3ccccc3[nH]2)=N\Nc2ccccc2)cc1,2,7,-4,nt,-2,-3,nt
COc1cc(/C=C/C(=O)OCC(=O)NCc2ccco2)cc(OC)c1OC,-3,-5,1,nt,-1,1,-3.4
CCOc1ccc(N(CC(=O)NCCSCc2ccccc2)S(C)(=O)=O)cc1,-1,5,0,-7,11,-6,0.6
COc1nc(Oc2ccc(=O)[nH]n2)nc(N2CCOCC2)n1,-9,5,2,-3,-4,6,1.1
O=C(NCc1cccs1)c1cccc(Nc2nc3ccc(Br)cc3[nH]2)c1,22*,-4,0,2,1,nt,-0.2
CCCn1nnnc1NCc1cc(Br)ccc1OC,-3,-3,1,nt,-1,0,-0.1
OC[C@@H]1[C@@H](c2ccc(C#Cc3ccccc3)cc2)[C@H]2CN(Cc3cncnc3)CCCCN12,12,0,-1,-6[16.7 µM],0,-2,-0.6
C[C@H](CO)N1C[C@H](C)[C@@H](CN(C)Cc2ccc(Cl)c(Cl)c2)Oc2ccc(NC(=O)CCC(F)(F)F)cc2C1=O,5,1,-6,3[16.7 µM],2,0,1.5
Cc1cc(C)cc(Oc2ccc(NC(=O)C3CC=CCC3C(=O)O)cc2)c1 (stereo not given),5,1,1,-32,-3,-6,-3.8
C[C@@H]1CN([C@@H](C)CO)C(=O)c2cc(NC(=O)Nc3ccc(C(F)(F)F)cc3)ccc2O[C@H]1CN(C)Cc1ccncc1,8,4,0,3[16.7 µM],-1,3,1.5
Cc1cc2nc3n(c2cc1C)CC1CC(C(=O)NCCC(C)C)N(C)C31 (stereo not given),4,8,nt,5,-2,nt,1.7
Cc1ccsc1/C=N/NC(=S)NCc1ccccc1,6,-1,-5,-4,-2,2,2.3
COc1ccc(-c2ccc3c(c2)O[C@@H](CN(C)C(C)=O)[C@@H](C)CN([C@@H](C)CO)S3(=O)=O)cc1,-13,2,-2,-4[16.7 µM],2,-5,-0.6
CCCCOc1cccc2c(=O)n(CC(=O)Nc3ccc4c(c3)OCCO4)ccc12,-10,0,-3,-1,0,3,0.7
O=C(NC1CCCC1)C(c1ccco1)N1CCN(c2c(Cl)cncc2Cl)CC1 (stereo not given),24*,2,1,nt,-3,1,-0.4
COc1ccc(NC(=O)Nc2ccc3c(c2)CC(=O)N([C@H](C)CO)C[C@H](C)[C@H](CN(C)S(=O)(=O)c2ccc(Cl)cc2)O3)cc1,-4,-5,1,27[16.7 µM],-6,-3,-0.6
N#Cc1ccc(-c2ccc3c(c2)[C@H]2[C@H](CCN2C(=O)c2ccc4c(c2)OCO4)[C@@H](CO)N3)cc1,19,3,-1,6[16.7 µM],0,-1,4.6
CC(=O)N1CCC(C(=O)OCc2ccc(Cl)cc2)(c2ccccc2)CC1,1,4,4,nt,-1,9,0.0
CC(C)CC#Cc1ccc([C@@H]2[C@@H](CO)N3C(=O)CN(C(=O)c4ccccn4)C[C@@H]23)cc1,-3,-5,-2,nt,3,-2,0.4
COc1ccc(C(NCC(=O)Nc2c(C)cccc2C)c2ccccc2)cc1 (stereo not given),1,0,-1,5,-2,1,-4.5
CCCCc1c(-c2cccc(F)c2)ncn1CCc1ccccc1OC,14,-3,0,nt,1,-3,3.8
O=C(NCc1ccccc1)C1C(c2ccc3c(c2)OCO3)=Nc2ccccc2N1C(=O)c1ccccc1 (stereo not given),-2,2,-3,nt,11,nt,5.7
COc1ccc(/C(N)=N/OC(=O)c2ccc(OC)c([N+](=O)[O-])c2)cc1OC,nt,-13,-2,-5,-1,-1,2.9
Nc1nc(SCc2ccccc2)c2ncn(Cc3ccccc3)c2n1,13,-1,3,-7,2,nt,-0.7
CCCOc1ccc(-c2c(C(=O)N/N=C(\C)COc3ccccc3)nnn2-c2nonc2N)cc1,-1,nt,-2,-1,4,4,0.7
Cc1cccc(N2C(=O)c3ccc(C(=O)Nc4ccccn4)cc3C2=O)c1,11,1,-1,5,-4,-6,-2.3
CNC[C@@H]1Oc2ccc(NS(=O)(=O)c3cn(C)cn3)cc2C(=O)N([C@@H](C)CO)C[C@@H]1C,-3,2,-3,-3[16.7 µM],-1,0,3.6
CCc1ccc(-n2c(Cc3ccccc3)n[nH]c2=S)cc1,-5,4,4,nt,2,-6,-0.5
Nc1c(Cl)cc(C2=NCCn3nc4cc([N+](=O)[O-])ccc4c32)cc1Cl,1,2,-1,-4,-5,0,0.3
Cc1nnc(SCC(=O)Nc2ccc(N3CCN(S(C)(=O)=O)CC3)cc2)o1,2,4,-2,-12,0,-4,2.7
CCN(CC)C(=O)Cn1cc(C(=O)C(=O)N2CCCc3ccccc32)c2ccccc21,-4,-10,8,1,2,-1,0.7
O=C(CCn1ccc2cc(S(=O)(=O)N3CCCC3)ccc21)NCc1ccccc1,8,-1,-4,4,-1,-2,2.5
O=C(N/N=C/c1ccoc1)c1ccccc1F,1,0,31,-3,0,0,1.8
CCOCCCNCc1ccc(OCCC(C)C)c(OC)c1,15,2,0,-6,0,-5,1.5
Cc1[nH]n(-c2cccc(Cl)c2)c(=O)c1C=NCc1ccco1,4,4,-5,nt,5,2,-2.8
CCCN(CC(=O)Nc1ccccc1C)C(=O)COc1c(Cl)cccc1Cl,2,-1,3,nt,-1,2,0.5
CC(=O)NC(Cc1ccccc1)Cc1ccccc1,-5,1,0,nt,-2,0,0.6
COC(=O)[C@@]1(C(C)C)N=C(c2cc(OC)c(OC)c(OC)c2)[C@]2(O1)C(=O)N(C)c1ccccc12,?,-1,-4,nt,-2,-3,-0.8
C[C@@H]1CN([C@@H](C)CO)C(=O)c2cccc(NS(C)(=O)=O)c2O[C@@H]1CN(C)C(=O)Nc1ccccc1,0,6,2,-4[16.7 µM],0,-2,-0.1
COc1cccc(NC2=NCCCCC2)c1,-2,-1,-5,-3,0,-3,-0.2
CNC[C@H]1Oc2ccc(NC(=O)Nc3ccc(C(F)(F)F)cc3)cc2CC(=O)N([C@H](C)CO)C[C@@H]1C,-7,11,-9,4[16.7 µM],1,-10,-0.2
COc1ccc(NC(=O)N(C)C[C@@H]2Oc3ccc(NS(=O)(=O)c4ccc(OC)cc4)cc3C(=O)N([C@H](C)CO)C[C@@H]2C)cc1,-6,-1,-2,-5[16.7 µM],3,-2,-0.7
OC(CNC1CCCCC1)COCCOc1ccc(Br)cc1 (stereo not given),-1,1,47*,3,0,2,nt

# Another view of some results above.
SMILES | DENV2 CPE rescue | ERp5 inh | Casp6 inh | miR-122 sensor | ERAP1 inh | SIRT5 inh | CFTR F508del cor
Cc1nnc(SCC(=O)Nc2ccc(N3CCN(S(C)(=O)=O)CC3)cc2)o1 | 2 | 4 | -2 | -12 | 0 | -4 | 2.7
CCN(CC)C(=O)Cn1cc(C(=O)C(=O)N2CCCc3ccccc32)c2ccccc21 | -4 | -10 | 8 | 1 | 2 | -1 | 0.7
O=C(CCn1ccc2cc(S(=O)(=O)N3CCCC3)ccc21)NCc1ccccc1 | 8 | -1 | -4 | 4 | -1 | -2 | 2.5

# Next part
SMILES,DENV2 CPE rescue,ERp5 inh,Casp6 inh,miR-122 sensor,ERAP1 inh,SIRT5 inh,CFTR F508del cor
Cn1c(N)c(C(=O)CSc2nnc(C3CC3)n2-c2ccccc2)c(=O)n(C)c1=O,15,-3,2,-5,-1,0,-1.4
COCC(=O)N1CC[C@@H]2[C@H]1c1cc(-c3cccc(C#N)c3)ccc1N[C@@H]2CO,-3,-1,-4,-2[16.7 µM],0,-2,0.1
C[C@H](CO)N1C[C@H](C)[C@H](CN(C)C(=O)Nc2ccc(C(F)(F)F)cc2)Oc2ccc(NC(=O)Nc3ccccc3)cc2C1=O,3,-2,0,-3[16.7 µM],3,9,-1.1
Cc1cc(C(=O)Nc2cccc3c2O[C@@H](CN(C)C(=O)NC(C)C)[C@H](C)CN([C@@H](C)CO)C3=O)n(C)n1,2,0,-1,-3[16.7 µM],-4,-1,-2.7
CCN(C(=O)Cc1cccs1)c1nnc(-c2cccnc2)s1,nt,-6,0,-1,1,-2,nt
Cc1noc(C)c1NC(=O)N[C@H]1CC[C@H](CC(=O)Nc2ccc(-c3ccccc3)cc2)O[C@H]1CO,17,0,-8,5[16.7 µM],4,7,1.9
COc1ccc(C2=NN(C(C)=O)C(c3ccccc3)C2)cc1 (stereo not given),-6,3,-1,2,-4,-1,-1.4
OC(c1ccccc1)(c1nc(-c2cccc(C(F)(F)F)c2)cs1)C(F)(F)F (stereo not given),-2,-6,7,17,-1,3,-1.2
CCNC(=O)C[C@H]1CC[C@H]2[C@H](COc3ccc(NC(=O)Nc4ccccc4Cl)cc3C(=O)N2C)O1,-9,-7,0,0[16.7 µM],1,-3,0.1
O=C(NCc1n[nH]c(=S)n1-c1cccc(C(F)(F)F)c1)c1ccco1,6,-3,0,0,0,0,-0.9
CC(C)CCNC(=O)CN(Cc1ccccc1)C(=O)CCC(=O)Nc1ccccn1,-1,-2,nt,nt,1,-3,-1.3
CCCNC(=O)[C@@H]1[C@@H](CO)[C@@H]2Cn3c(ccc(-c4cccc(F)c4)c3=O)[C@@H]2N1C(=O)CC,-15,4,-2,0[16.7 µM],-2,-17,0.7
COc1ccc(C(=O)C=Cc2cccs2)c(O)c1,2,3,2,nt,-2,-1,-1.4
COc1ccc(C#Cc2ccc3c(c2)O[C@@H](CN(C)C(C)=O)[C@H](C)CN([C@@H](C)CO)S3(=O)=O)cc1,1,-2,2,15[16.7 µM],0,0,-2.0
